KCNQ1 block – inhibitors of human KCNQ1 potassium channel; P51787; CHO-K1 KCNQ1, FluxOR thallium flux fluorescence; active compounds read high; B-score at 10 µM; actives 1.3% (n = 310,000);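 active means compounds whose thallium flux B-score, printed positive for inhibition, exceeds three library SD while starting fluorescence stays within three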;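 further: channel opened by potassium depolarization with thallium stimulus after 20 min compound exposure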
TMEM16A inh – mouse TMEM16A channel inhibition, primary screen; HEK293 TMEM16A/YFP iodide influx fluorescence, ionomycin; normalized B-score (activity score, 25-100; higher = stronger inhibition) at 10 µM; actives 1.2% (n = 310,000); AID 588511;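 active means ratio plate-corrected score three or more library SD toward inhibition, starting fluorescence score within five deviations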;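 further: score derived from kinetic fluorescence span divided by baseline fluorescence per well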
KCNK9 block – human KCNK9 channel inhibition. AID 488922. Q9NPC2. actives 1.2% (n = 310,000). HEK293 KCNK9, FluxOR thallium flux fluorescence; active compounds read low. B-score at 10 µM;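 active means ratio B-score over 3 SD below the library mean, with starting fluorescence within 5 SD of its mean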;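 further: negative B-score means less thallium flux so channel inhibition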
Target sequence (Q9NPC2 whole entry, looked up): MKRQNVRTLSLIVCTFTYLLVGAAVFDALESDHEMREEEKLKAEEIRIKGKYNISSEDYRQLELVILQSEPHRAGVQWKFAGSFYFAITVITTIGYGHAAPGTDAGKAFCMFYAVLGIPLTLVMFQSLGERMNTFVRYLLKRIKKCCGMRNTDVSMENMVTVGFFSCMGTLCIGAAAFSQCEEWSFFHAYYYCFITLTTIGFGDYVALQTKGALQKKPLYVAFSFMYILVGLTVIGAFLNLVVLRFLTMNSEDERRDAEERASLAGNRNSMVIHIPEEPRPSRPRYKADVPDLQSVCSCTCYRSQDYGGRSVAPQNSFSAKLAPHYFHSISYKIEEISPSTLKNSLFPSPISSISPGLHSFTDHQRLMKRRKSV
Dyrk1A ADPGlo – inhibitors of rat Dyrk1A kinase | Q63470 | inhibition, % at 12.5 µM | AID 504441 | actives 0.43% (n = 310,000) | ADP-Glo luminescence, NFATc1 peptide; in the data active means inhibition above about 50%;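 further: plate controls were vehicle with enzyme for no effect and no enzyme for full effect; many of its hits are not listed in these tables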
TRPC4 PAM – allosterically enhances the mouse TRPC4 cation channel; HEK293 TRPC4beta/mu-opioid, DAMGO EC20, Fluo-4 Ca2+ flux; active compounds read high; Q9QUQ5; actives 0.42% (n = 310,000); B-score at 10 µM;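 active means B-score of calcium response area above 5 SD of library B-scores, with initial fluorescence ratio within 5 SD of library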;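 further: B-score of integrated fluorescence ratio over time as area under calcium response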
hERG rescue – hERG (human) protection from proarrhythmic block; Q12809; activation (rescue from dofetilide block), less the hit threshold, % at 10 µM; AID 1511; actives 0.51% (n = 310,000); CHO-hERG, FluxOR thallium flux, dofetilide IC70 present;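 active means activation above the mean of controls blocked by dofetilide plus 5 SD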;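 further: thallium influx through hERG after potassium depolarization seen as dye fluorescence rise; in these data hits start at about 4.7%; inactives centre near -7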
HDAC3 inhib – blocks human histone deacetylase 3; recombinant HDAC3, fluorogenic peptide/trypsin coupled, fluorescence; inhibition, % at 8.3 µM; O15379; actives 0.15% (n = 320,000); in the data active means inhibition above about 26%, passing the limit was not always enough; inconclusive means no clear call, values can overlap the other calls
TRPC4 agonist – activators of mouse TRPC4 channel | AID 2237 | HEK293 TRPC4beta/mu-opioid, Fluo4 calcium fluorescence; active compounds read high | Q9QUQ5 | B-score at 10 µM | actives 0.49% (n = 310,000);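 active means B-score above 5 SD of library B-scores, and initial fluorescence ratio not above library mean plus 5 SD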;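 further: positive B-score marks a calcium rise read as TRPC4 activation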
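Test system: HEK293 cells stably co-expressing mouse TRPC4beta and mu-opioid receptor | Schedule: Fluo4 dye loading 45 min at room temperature, 110 s recording | Measured by: Kinetic Fluo4 calcium fluorescence, 5 s baseline at 1 Hz | Evaluation: B score of integrated ratio | Controls: Buffer (low) and maximal DAMGO (high)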
KCNK3 block – human KCNK3 channel inhibition, primary screen | O14649 | CHO-KCNK3 thallium flux, FluxOR fluorescence; active compounds read low | B-score at 10 µM | actives 0.84% (n = 340,000) | AID 602410;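 active means B-score under library mean minus 4 SD, starting fluorescence ratio at most library mean plus 5 SD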;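 further: more negative B-score means stronger inhibition of thallium flux through KCNK3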
Target sequence (O14649 whole entry, looked up): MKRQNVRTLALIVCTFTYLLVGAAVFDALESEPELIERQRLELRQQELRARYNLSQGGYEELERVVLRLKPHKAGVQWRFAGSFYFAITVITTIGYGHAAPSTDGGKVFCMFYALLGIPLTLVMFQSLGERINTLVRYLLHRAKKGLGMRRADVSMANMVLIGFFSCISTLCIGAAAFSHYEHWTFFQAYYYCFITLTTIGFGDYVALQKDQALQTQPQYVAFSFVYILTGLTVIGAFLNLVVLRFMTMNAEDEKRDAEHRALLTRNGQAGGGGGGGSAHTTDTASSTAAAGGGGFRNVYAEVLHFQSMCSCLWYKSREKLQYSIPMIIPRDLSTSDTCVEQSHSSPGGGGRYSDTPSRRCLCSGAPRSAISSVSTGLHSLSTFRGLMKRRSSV
ANO1 activ – activators or potentiators of mouse TMEM16A chloride channel; Q8BHY3; HEK293 TMEM16A/YFP-H148Q/I152L, iodide quench fluorescence; active compounds read low; B-score at 10 µM; actives 0.3% (n = 340,000); AID 623877;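 active means fluorescence-ratio B-score plate-corrected deviation score at least 3 library SD below zero, with starting fluorescence score within 5 deviations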;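 further: channel opened by trigger with iodide after compound preincubation; score built on the fluorescence ratio of max minus min over baseline; more negative score means more quench and so TMEM16A activation or potentiation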
KCNQ1 pot – potentiates or activates the human KCNQ1 potassium channel; CHO-K1 KCNQ1, thallium flux FluxOR fluorescence; active compounds read high; B-score at 10 µM; actives 0.35% (n = 310,000);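 active means fluorescence ratio B-score, a plate-corrected score, at least three library SD, with initial intensity B-score within 5 SD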
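System: CHO-K1 cells stably expressing KCNQ1 / Medium: assay buffer for compound exposure, DMSO matched across wells / Reagent: thallium- and potassium-containing depolarizing buffer / Compound: one concentration, matched DMSO / Incubation: 20 min compound pretreatment at room temperature / Measured by: kinetic FluxOR fluorescence, 10 s baseline plus 110 s post-stimulus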
The depositor's hits bear a star; i = inactive; u = inconclusive; x = not tested or not shown. These rows are one share of the data. The share of hits here may be higher or lower than overall.

Structure,TRPC4 agonist,KCNQ1 block,KCNK3 block,HDAC3 inhib,TRPC4 PAM,hERG rescue,KCNK9 block,KCNQ1 pot,Dyrk1A ADPGlo,TMEM16A inh,ANO1 activ
COc1cc(OC)c(NC(=O)c2sc3ncn(CC(=O)N4CCOCC4)c(=O)c3c2C)cc1Cl,i,i,i,2.2,i,-5.2,i,i,-1.9,i,i
O=C(COc1ccc(Cl)cc1)Nc1nc(-c2ccncc2)cs1,i,i,i,3.0,i,-6.3,i,i,-3.7,i,i
Cc1ccc(N2C(=O)CSC2c2cccs2)cc1 (stereo not given),i,i,i,0.9,i,-8.4,i,i,-4.3,i,i
Cc1n[nH]c(C)c1Sc1ccccc1[N+](=O)[O-],i,i,i,-7.3,i,-6.4,i,i,x,i,i
Cc1ccc(C(=O)Nc2cc(C)nn2CCC#N)cc1,i,i,i,1.9,i,-7.3,i,i,2.4,i,i
COC(=O)c1[nH]nc2c1C(=O)N(Cc1ccccc1)C2=O,i,i,i,4.6,i,-6.2,i,i,1.6,i,i
COCCN(Cc1nc(-c2ccc(C(F)(F)F)cc2)no1)C(C)C,i,i,i,8.6,i,-14.3,i,i,1.1,i,i
COC(=O)c1cccc(S(=O)(=O)N2CCCC2)c1,i,i,i,5.9,i,-1.5,i,i,-1.2,i,i
COc1ccccc1Oc1ccc(NC(=O)c2ccccc2)cc1,i,i,i,1.8,i,-3.0,i,i,2.1,i,i
CCOC(=O)c1ccc(-c2ccc(/C=C(\C#N)C(=O)NCc3cccs3)o2)cc1,x,x,i,2.4,x,x,x,x,4.7,i,i
CCOCCSC1=C(C#N)C(c2cccs2)C(C(C)=O)=C(C)N1 (stereo not given),i,i,i,-2.4,i,-15.6,i,i,2.5,i,i
COc1cccc(CNC(=O)C2CCCN(c3ncnc4c3nc3n4CCCCC3)C2)c1 (stereo not given),i,i,i,4.6,i,-9.2,i,i,-1.3,i,i
COc1ccc(C(CNC(=O)c2ccc(-c3ccccc3Cl)o2)N2CCOCC2)cc1 (stereo not given),i,i,i,-6.6,i,-14.7,i,i,28.6,i,i
CC(C)=CC/C=C1\CCC(C(=O)O)C(C(=O)O)C1 (stereo not given),i,i,i,6.5,i,-2.5,i,i,x,i,i
COc1ccccc1CC(=O)Nc1ccc([N+](=O)[O-])cc1OC,i,i,i,2.7,i,-3.2,i,i,-12.0,i,i
O=C(N/N=C/c1cn(-c2ccccc2)nc1-c1cccs1)c1ccc(Cl)cc1,i,i,i,1.5,i,-14.8,i,i,-6.3,i,i
Cc1cccc(NS(=O)(=O)c2ccc(C(=O)NCC3(N4CCCCC4)CCCCC3)cc2)c1C,i,i,i,5.2,i,-11.6,i,i,4.5,i,i
CCCCn1c(NC(=O)c2ccccc2Cl)c(C#N)c2nc3ccccc3nc21,i,10*,i,5.0,i,-16.9,i,i,22.4,100*,i
CN(CC(=O)Nc1cccc(C#N)c1)Cc1ccc(Cl)cc1,i,i,i,5.3,i,-10.9,i,i,0.0,i,i
CC(=O)c1cccc(N(C(=O)CNC(=O)c2ccco2)C(C(=O)NC2CCCC2)c2ccc(C)o2)c1 (stereo not given),i,i,i,-1.2,i,-7.4,i,i,32.9,i,i
CC(C)n1c(SCC(=O)N2c3ccccc3Sc3ccccc32)nc2c1c(=O)n(C)c(=O)n2C,i,i,-10.8*,x,17*,-8.0,i,i,-5.3,x,i
COc1ccc(C/C(C)=N/Nc2nc(C)cc(=O)[nH]2)cc1,i,i,i,-6.4,i,-12.1,i,i,8.4,i,i
CCc1ccc(NC(=O)CSc2nnc(SCC(=O)Nc3ccc(CC)cc3)n2N)cc1,i,i,i,-16.0,i,-6.5,i,i,-5.6,i,i
Cc1csc(NC(=O)c2cccc(S(=O)(=O)N3CCCCC3)c2)n1,i,i,i,2.9,i,-8.6,i,i,-2.2,i,i
C=CCNC(=O)c1cc(Cl)ccc1Cl,i,i,i,2.9,i,-10.1,i,i,-2.3,i,i
Cc1nn(-c2ccccc2)c(C)c1NC(=O)COC(=O)c1ccc(O)cc1O,i,i,i,-0.3,i,-23.6,i,i,0.4,i,i
CCOC(=O)c1cnc(-c2ccccc2)nc1N1CC(C)OC(C)C1 (stereo not given),i,i,i,8.1,i,-14.7,i,i,4.3,i,i
CCCCN1CC[C@H]2C=CC[C@@H](C(=O)Nc3nccs3)[C@H]2C1=O,i,i,i,3.6,i,-5.5,i,i,-0.7,i,i
CCOC(=O)C1(C)C=C(Nc2ccc(OCC)cc2)C(=O)N1c1ccccc1 (stereo not given),i,i,i,-6.9,i,-7.7,i,i,-2.1,i,i
Cc1cc2ccccc2n1CCNC(=O)c1ccc(S(=O)(=O)N2CCOCC2)cc1,i,i,i,6.1,i,-11.9,i,i,x,i,i
N#CC(c1ccccc1)c1ccc(C(=O)c2ccc(F)cc2)cc1 (stereo not given),i,i,i,-4.0,i,-6.9,-9.76*,i,-5.5,i,i
N#Cc1cccc(NC(=O)CN2NS(=O)(=O)c3ccccc3C2=O)c1,i,i,i,-2.5,i,1.6,i,i,2.9,i,i
Cn1ncc2c(N3CCN(c4ccc(Cl)c(Cl)c4)CC3)ncnc21,i,10*,i,4.0,i,-15.8,i,i,-4.8,25*,i
CC(C)[C@H](NC(=O)c1ccco1)C(=O)OCC(=O)Nc1ccc(F)cc1,i,i,i,1.7,i,-7.1,i,i,6.8,i,i
Cc1ccc(-n2c(C)cc(C(=O)CSc3n[nH]c(N)n3)c2C)cc1,i,i,i,9.1,i,-22.8,i,i,0.3,i,i
Cc1ccc(SCCC(=O)N2CCC(C(N)=O)CC2)cc1,i,i,i,2.0,i,-7.0,i,i,-1.9,i,i
CC1(C)NC(=O)N(CC(=O)N2CCC(Cc3ccccc3)CC2)C1=O,i,i,i,1.8,i,-3.3,i,i,-2.7,i,i
O=C(CSc1nnc(CNC(=O)c2c(F)cccc2Cl)o1)NC1CCCC1,i,i,i,u,i,-8.9,i,i,-3.2,i,i
Cc1ccc2nc(SCC(=O)Nc3ccc4c(c3)CCC4)[nH]c2c1,i,i,i,1.0,i,-12.6,i,i,-3.1,i,i
O=C(NCCc1ccccc1)C1CCC(CNS(=O)(=O)c2cccs2)CC1 (stereo not given),i,i,i,1.5,i,-5.7,i,i,-0.1,i,i
Cc1nc2ccccn2c1/C(O)=C1\C(=O)C(=O)N(CCN2CCOCC2)C1c1cccnc1 (stereo not given),i,i,i,-2.2,i,-7.2,i,i,-3.7,i,i
O=C(Cn1c2ccccc2c2nc3n(c(=O)c21)CCS3)N1CCCC1,i,i,i,-9.8,i,-9.1,i,i,0.6,i,i
Cc1cc(C)nc(SCC(=O)Nc2nccs2)n1,i,i,i,-1.2,i,-7.6,i,i,0.4,i,i
NS(=O)(=O)c1cccc(NC(=O)CCC(=O)c2cccs2)c1,i,i,i,-1.3,i,-4.4,i,i,0.3,i,i
FC(F)Sc1ccc(NC2=NCCCCC2)cc1,i,i,i,7.1,i,-1.2,i,i,-5.7,i,i
CCOC(=O)C1CCCN(c2c(NCCCN(C)c3ccccc3)c(=O)c2=O)C1 (stereo not given),i,i,i,7.7,i,-2.5,i,i,1.9,i,i
COCc1nnc(NC(=O)CSc2ccccc2)s1,i,i,i,-5.4,i,-8.7,i,i,-3.4,i,i
COc1ccc(C(=O)N/C(=C\c2cn(S(=O)(=O)N(C)C)c3ccccc23)C(=O)NCCN2CCOCC2)cc1,i,i,i,-4.4,i,-9.9,i,i,-3.4,i,i
Cc1cc(=O)[nH]c(SCC(=O)NNC(=O)Cc2ccccc2)n1,i,i,i,2.2,i,-6.5,i,i,x,i,i
Fc1ccc(-n2c(-c3ccco3)n[nH]c2=S)cc1,i,i,i,9.8,i,-5.2,i,i,-5.7,i,i
CC(C)CCn1c(COc2ccccc2)nn(CCC#N)c1=S,i,i,i,3.3,i,-11.2,i,i,-3.4,i,x
O=C(NCCCc1ccccc1)Nc1ccccc1,i,i,i,-3.3,i,-7.4,i,i,x,i,i
CCN(Cc1ccccc1)Cc1ccc(OCc2ccccc2)cc1,i,i,i,3.0,i,-4.9,i,i,x,i,i
CN(C)Cc1n[nH]c(=O)c2ccccc12,i,i,i,-5.5,i,-0.5,i,i,-6.7,i,i
Cc1ccc(OCCCCN(C)Cc2ccccc2)c(Br)c1,i,i,i,4.1,i,-13.9,i,i,1.5,i,i
CCCCC(=O)N(c1ccc(C)c(C)c1)C1C=CS(=O)(=O)C1 (stereo not given),i,i,i,1.5,i,-6.9,i,i,9.0,i,i
CC(C)CC(NC(=O)/C(=C\c1ccco1)NC(=O)c1ccco1)C(=O)O (stereo not given),i,i,i,2.3,i,-11.1,i,i,-2.9,i,i
Cn1c(=O)[nH]c(=O)c2c1nc(N1CCCCCC1)n2CCSc1nc2ccccc2[nH]1,i,i,i,-1.1,i,-10.6,i,i,-1.0,i,i
CC(=O)N1CCCc2cc(S(=O)(=O)N3CCCC(C(=O)NCc4ccc(Cl)cc4)C3)ccc21 (stereo not given),i,i,i,1.7,i,-6.8,i,i,-0.3,i,i
O=C(CCc1nnc(COc2ccccc2)o1)NCc1ccccc1,i,i,i,4.1,i,-4.0,i,i,11.2,i,i
COc1ccc(NC(=O)C2C3C=CC(C3)C2C(=O)NCc2ccco2)c(OC)c1 (stereo not given),i,i,i,-0.1,i,-1.6,i,i,-3.5,i,i
Cc1ccc(Oc2ncccc2NC(=O)CC2(CC(=O)O)CCCC2)c2c1CCC2,i,i,i,-5.4,i,-5.7,i,i,x,i,i
O=C(Nc1nn(Cc2ccc(Cl)cc2)cc1Br)c1ccc(COc2ccccc2Cl)o1,i,i,i,-5.7,i,-13.3,i,i,2.8,i,i

High-throughput results deposited in PubChem BioAssay by several laboratories.
